TRAIL sens C8: viability loss with TRAIL in NB7+C8 cells, primary screen, TRAIL sensitizer project, cell-based, ATPlite luminescence; 360,000 compounds, 1% hits; inhibition (viability loss, TRAIL sensitization), % at 10 µM;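 active = compounds causing at least 50% loss of cell viability in the single-dose screen, relative to plate controls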
TWEAK Fn14 block: inhibitors of TWEAK-Fn14 signaling, primary screen, luciferase reporter cells, uHTS; TWEAK-stimulated Fn14 reporter cells, luciferase luminescence, 8 h; inhibition, % at 10 µM; 360,000 compounds, 2% hits; in the data active = inhibition above about 50%
NCOA3 inh: SRC3 coactivator transcriptional activity inhibitors, primary screen, cell-based, luminescence | 360,000 compounds, 0.17% hits | inhibition, % at 3.6 µM | Nuclear receptor coactivator 3 (Homo sapiens), Q9Y6Q9 | HEK293 GAL4-SRC3 luciferase reporter;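 active = inhibition above a per-campaign cutoff, the mean of all compounds plus 3 SD, cut at about 60% in these data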;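 also: 0% = DMSO-treated cells and 100% = gossypol-treated cells at 36 µM; higher means less SRC3-driven luciferase light from the GAL4 reporter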
EBV LMP1 NFkB: EBV LMP1-driven NF-kappaB luciferase reporter inhibitors, primary screen, cell-based, luminescence, single point; LMP1-induced NF-kappaB luciferase reporter cells; inhibition, % at 12.5 µM; 350,000 compounds, 0.69% hits; AID 504558, 2011; in the data active = inhibition above about 41%;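 also: 0% = neutral control wells and 100% = reference inhibitor control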
TROY signal inh: inhibitors of TROY-driven NF-kB signaling, primary screen, Q293 LMP1-TROYcd cells, NF-kB luciferase, uHTS; inhibition, % at 10 µM; 360,000 compounds, 0.98% hits; AID 1347056, 2019; Q293 LMP1-TROYcd NF-kB luciferase reporter, 4 h;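 active = compounds whose plate-normalised and pattern-corrected inhibition of the luciferase reporter signal at the single screening dose is 50% or more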
SRC1 inh: SRC1 coactivator transcriptional activity inhibitors, primary screen, cell-based, luminescence; AID 588354, 2011; HEK293 GAL4-SRC1 luciferase reporter; Nuclear receptor coactivator 1 (Homo sapiens), Q15788; inhibition, % at 3.6 µM; 360,000 compounds, 0.12% hits;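 active = inhibition above the campaign mean plus 3 SD, with each screening campaign given its own cutoff, cut at about 60% in these data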;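 also: 0% = DMSO treated cells and 100% = gossypol at 36 µM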
NCOA2 inhibitor: inhibition of GAL4-SRC2 driven luciferase reporter, primary screen, SRC2 inhibitor project, cell-based, luminescence. Nuclear receptor coactivator 2 (Homo sapiens), Q15596. HEK293 GAL4-SRC2 luciferase reporter. inhibition, % at 9 µM. 370,000 compounds, 0.17% hits;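 active = inhibition above the mean inhibition of all tested compounds plus 3 SD, set per campaign, cut at about 52% in these data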;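 also: 0% = DMSO treated cells and 100% = cells given Gossypol at 36 µM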
CF NFkB inh: inhibitors of PAF-induced NF-kB signaling, primary screen, cell-based, GFP fluorescence, uHTS | inhibition, % at 5 µM | KKLEB NF-kB-GFP reporter, GFP fluorescence overnight | 360,000 compounds, 0.86% hits;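 active = at least 50% inhibition at 5 µM, scaled per plate between neutral and stimulator controls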;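 also: PAF is a Pseudomonas aeruginosa culture filtrate used as stimulus; plate controls were PAF-stimulated DMSO wells for no effect and unstimulated DMSO wells for full effect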
NR2F2 inh: NR2F2 transcriptional activity inhibitors, primary screen, cell-based, luciferase reporter, HEK293T, luminescence | 370,000 compounds, 0.7% hits | inhibition, % at 8.6 µM | HEK293T NGFI-A luciferase reporter | COUP transcription factor 2 (Homo sapiens), P24468 | AID 686940, 2013;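 active = inhibition above a per-plate cutoff, mean inhibition of test wells between control levels plus 3 SD, cut at about 38% in these data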;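 also: cells cotransfected with COUP-TFII expression vector driving the NGFI-A reporter; 0% = median of COUP-TF2 test wells and 100% = reporter-only cells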
Target sequence (P24468 whole entry, looked up): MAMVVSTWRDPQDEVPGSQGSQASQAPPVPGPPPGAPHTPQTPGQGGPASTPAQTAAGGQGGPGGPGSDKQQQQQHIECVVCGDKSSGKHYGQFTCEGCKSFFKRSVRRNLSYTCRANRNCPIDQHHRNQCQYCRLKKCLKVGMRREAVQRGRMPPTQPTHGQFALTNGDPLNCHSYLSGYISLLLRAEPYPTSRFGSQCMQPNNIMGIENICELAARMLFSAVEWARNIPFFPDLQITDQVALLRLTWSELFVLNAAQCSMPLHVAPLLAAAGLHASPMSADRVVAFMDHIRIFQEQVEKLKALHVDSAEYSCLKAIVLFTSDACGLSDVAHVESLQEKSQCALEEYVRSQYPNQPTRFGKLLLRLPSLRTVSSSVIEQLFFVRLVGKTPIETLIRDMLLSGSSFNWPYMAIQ
NR5A2 inv ag: LRH-1 (NR5A2) inverse agonists, primary screen, cell-based, luminescence, HEK293T, StAR-luciferase reporter | Nuclear receptor subfamily 5 group A member 2 (Homo sapiens), O00482 | LRH-1 transfected, 24 h | inhibition, % at 3.6 µM | 360,000 compounds, 0.13% hits;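 active = inhibition above the mean inhibition of all tested compounds plus 3 SD, cut at about 73% in these data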;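 also: 0% = DMSO wells and 100% = reporter-only cells lacking LRH-1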
Target sequence (O00482 whole entry, looked up): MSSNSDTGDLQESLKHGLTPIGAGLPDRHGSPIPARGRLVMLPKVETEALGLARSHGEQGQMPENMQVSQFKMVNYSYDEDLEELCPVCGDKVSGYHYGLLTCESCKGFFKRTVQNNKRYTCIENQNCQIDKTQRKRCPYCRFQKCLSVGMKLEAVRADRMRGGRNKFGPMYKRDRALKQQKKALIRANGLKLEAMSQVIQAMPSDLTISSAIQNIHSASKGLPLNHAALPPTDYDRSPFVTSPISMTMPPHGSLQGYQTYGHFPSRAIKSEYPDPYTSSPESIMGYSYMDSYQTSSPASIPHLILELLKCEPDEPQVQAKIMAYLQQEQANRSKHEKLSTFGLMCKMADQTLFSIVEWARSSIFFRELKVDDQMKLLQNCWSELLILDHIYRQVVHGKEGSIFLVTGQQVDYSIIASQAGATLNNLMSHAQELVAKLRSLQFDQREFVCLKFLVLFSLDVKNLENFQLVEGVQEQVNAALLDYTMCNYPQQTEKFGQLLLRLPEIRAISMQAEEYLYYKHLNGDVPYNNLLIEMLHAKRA
KKLEB tox: cytotoxicity in KKLEB CF airway cells, primary screen, cytotoxicity control for CF NF-kB inhibitor project, cell-based, uHTS, fluorescence assay plates; activity change (cytotoxicity), % at 5 µM; AID 602141, 2011; KKLEB CF airway cells viability, ATPlite luminescence, overnight; hits give low values; cells stimulated with P. aeruginosa culture filtrate; 360,000 compounds, 0.36% hits;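 active = corrected activity change at or below -50% at 5 µM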
An asterisk follows results filed as active; nt = not tested or not shown.

SMILES | TRAIL sens C8 | TWEAK Fn14 block | NCOA3 inh | EBV LMP1 NFkB | TROY signal inh | SRC1 inh | NCOA2 inhibitor | CF NFkB inh | NR2F2 inh | NR5A2 inv ag | KKLEB tox
Cc1ccc(NC(=O)Cn2c(CCC(=O)O)ccc2-c2cccs2)cc1 | -9 | -15 | -11 | -6 | -14 | -8 | -12 | 13 | 24 | -7 | 19
CCOC(=O)C1(Cc2cccc(OC)c2)CCCN(C(=O)CCSC)C1 (stereo not drawn) | 8 | 8 | -53 | -8 | -49 | -76 | 11 | -13 | -29 | -36 | 4
CCC1CCCCN1C(=S)NC(=O)c1cc(Br)ccc1Cl (stereo not drawn) | 14 | 0 | 16 | 5 | -5 | -16 | -17 | 2 | 9 | -6 | -13
COc1ccc(/C=C/C(=O)NC(=S)Nc2ccc(S(=O)(=O)Nc3cc(OC)ncn3)cc2)cc1 | -3 | 9 | -15 | 4 | -11 | 12 | 1 | -21 | -13 | -3 | 4
Cc1ccc(CN2C(=O)N/C(=C/c3cc(C)n(-c4ccccn4)c3C)C2=O)cc1 | -3 | 21 | -26 | -26 | 4 | -26 | -9 | -9 | 9 | -6 | -9
COc1ccc(-c2cc3nc(NCC4CCCCC4)n(C)c(=O)c3s2)cc1OC | 2 | 39 | 8 | nt | 43 | -13 | -3 | 14 | -7 | 10 | 4
CC(C)(C)OC(=O)NNC(=O)c1cccs1 | -12 | -13 | 7 | -7 | 6 | -7 | -27 | 4 | 3 | 9 | -1
COc1cccc2sc3ccc(C#Cc4ccc(N)cc4)cc3c(=O)c12 | 14 | -18 | -98 | 0 | -40 | -103 | -45 | -47 | -36 | -94 | -4
O=CN1CCCN(Cc2nc(Cc3ccccc3F)no2)CC1 | -6 | -6 | 14 | 2 | -7 | -9 | -12 | 3 | -8 | -4 | 2
C/C(=N/NC(=O)CNC(=O)COc1cccc(C)c1)c1ccc(Cl)cc1 | 3 | -23 | -22 | 3 | 4 | 0 | 24 | 3 | -7 | -4 | 2
O=C(N/N=C\c1ccc(Br)cc1)c1ccc(Cn2cccn2)o1 | 10 | -8 | -26 | 1 | -36 | -38 | -27 | -15 | -17 | -51 | 3
Cc1ccccc1Cn1cnc2ccccc2c1=O | -5 | 7 | 11 | -6 | -9 | -24 | 9 | 4 | 4 | -1 | -6
CCN(CC)S(=O)(=O)c1cc(NC(=O)C2Cc3ccccc3C(=O)O2)ccc1C (stereo not drawn) | 1 | 5 | -12 | -10 | -7 | -34 | 1 | 1 | -24 | -41 | 7
CC(C)CN1CCC1(C)C(=O)Nc1ccc(OC(F)F)cc1 (stereo not drawn) | -1 | 6 | 4 | nt | 0 | 7 | 6 | 0 | 10 | 4 | -18
CCO[C@@H]1OC(C(=O)O)=C[C@H](c2ccc(Br)cc2)[C@H]1CCCO | 6 | 4 | -21 | -5 | -12 | -12 | -31 | 12 | -4 | -19 | -15
COc1ccc(-c2[nH]ncc2CN(C)Cc2cccnc2)c(F)c1 | -19 | 11 | 12 | 3 | 4 | 0 | -4 | 15 | 3 | 11 | -8
O=C(Cn1ccc(C(F)(F)F)n1)N=Nc1c(O)[nH]c2ccc(Br)cc12 | 1 | -25 | 1 | -7 | 4 | 6 | 18 | 8 | 25 | 20 | -17
Nc1nn(-c2cccc(F)n2)cc1-c1ccc(Cl)cc1 | 47 | 26 | -78 | -60 | 9 | -123 | -35 | -21 | -35 | -128 | -16
COc1ccc(NC(=O)Nc2ccccc2C)c(OC)c1 | -4 | -6 | -24 | 1 | 29 | -13 | -3 | 5 | -4 | -38 | -2
CC(C)C1Cc2ccccc2-c2[nH]c(=S)[nH]c(=O)c21 (stereo not drawn) | -4 | 4 | 31 | nt | -7 | -13 | -28 | -10 | -31 | -1 | 13
CC1(C)Cc2ccccc2C(=NCC(=O)O)N1 | 1 | 7 | 4 | 0 | 2 | -6 | -2 | -20 | -8 | 5 | -2
COc1ccccc1N1CCN(CCC(=O)Nc2ccc3c(c2)OCO3)CC1 | -2 | -12 | -29 | 1 | 4 | -25 | -30 | -1 | -7 | 14 | -4
CC(C)c1ccccc1NC(=O)CNCCc1ccc(C(F)(F)F)cc1 | -4 | -7 | -1 | -5 | 11 | -9 | -27 | 18 | 9 | 15 | -6
NC(=O)c1ncn([C@@H]2O[C@H](CNCc3cccc4c3sc3ccccc34)[C@@H](O)[C@H]2O)n1 | -4 | -14 | -6 | -2 | -13 | 2 | 3 | -5 | 7 | -4 | 8
COc1cc(CNc2ccc(CNc3ncn[nH]3)cc2)cc(Cl)c1OCc1ccccc1 | -7 | -14 | -12 | -9 | 0 | -12 | 13 | -35 | 5 | -8 | 13

Pulled one by one from above:
SMILES | TRAIL sens C8 | TWEAK Fn14 block | NCOA3 inh | EBV LMP1 NFkB | TROY signal inh | SRC1 inh | NCOA2 inhibitor | CF NFkB inh | NR2F2 inh | NR5A2 inv ag | KKLEB tox
CC1(C)Cc2ccccc2C(=NCC(=O)O)N1 | 1 | 7 | 4 | 0 | 2 | -6 | -2 | -20 | -8 | 5 | -2
CC(C)C1Cc2ccccc2-c2[nH]c(=S)[nH]c(=O)c21 (stereo not drawn) | -4 | 4 | 31 | nt | -7 | -13 | -28 | -10 | -31 | -1 | 13

Additional structures.
SMILES | TRAIL sens C8 | TWEAK Fn14 block | NCOA3 inh | EBV LMP1 NFkB | TROY signal inh | SRC1 inh | NCOA2 inhibitor | CF NFkB inh | NR2F2 inh | NR5A2 inv ag | KKLEB tox
Cc1cc(C)c(NC(=O)CNC(=O)CN(C)Cc2ccc(Br)s2)c(C)c1 | -3 | -27 | 5 | -3 | -15 | -1 | 9 | 5 | 6 | -1 | 10
FC(F)(F)C(Oc1nc(NC2CCCCC2)nc(N2CCOCC2)n1)C(F)(F)F | 7 | 17 | 16 | 1 | 7 | 2 | 2 | 12 | 0 | -5 | -7
CCOc1cc(N2CCOCC2)c(OCC)cc1NC(=O)CSc1nccc(C)n1 | -8 | -6 | 3 | -2 | 19 | -8 | -28 | 3 | 6 | 8 | 4
COc1ccc(CNC(=O)COC(=O)C2(C)CC2(Cl)Cl)cc1 (stereo not drawn) | 2 | 2 | 0 | 0 | -4 | -14 | 7 | 4 | 17 | 13 | -9
O=C(COC(=O)c1ccc(O)cc1)Nc1ccc(S(=O)(=O)N2CCOCC2)cc1 | 3 | 7 | 10 | -4 | 8 | -4 | 0 | 6 | -11 | -13 | 0
CCc1ccc(S(=O)(=O)N/N=C\c2cn(CC(N)=O)c3ccccc23)cc1 | -4 | -5 | 4 | 5 | -9 | 0 | -3 | -10 | 3 | -3 | -2
COc1cc(C(=O)N2CCN(S(=O)(=O)c3ccc(C(C)C)cc3)CC2)ccc1OCC(=O)N1CCOCC1 | 9 | 0 | -12 | 0 | -1 | -14 | -44 | -9 | -7 | 17 | 0
COc1cc(CCC(=O)Nc2cc(S(=O)(=O)N3CCOCC3)ccc2OC(C)C)cc(OC)c1OC | 13 | -19 | 4 | 2 | -9 | -10 | -23 | -24 | -14 | 8 | 6
Cc1cc(C)c(NS(=O)(=O)c2c(C(=O)N3CCOCC3)c(C)n(C)c2C)c(C)c1 | -8 | 13 | 10 | -1 | -20 | 9 | 19 | -1 | -8 | -12 | 0
C=C(C)COc1ccc(-c2nc(N)ncc2-c2ccc(OC)c(OC)c2)c(O)c1 | 3 | 12 | 5 | 12 | 13 | -32 | -14 | 32 | -4 | 18 | -13
O=C(Oc1ccc(Br)cc1C(=O)/C=C/c1ccccc1F)c1ccco1 | 24 | 29 | 3 | -5 | 37 | -9 | -7 | 12 | 8 | 11 | -10
O=C(O)CCC(=O)NNc1ccccc1[N+](=O)[O-] | 7 | 7 | 3 | 3 | -8 | 3 | -3 | 17 | -3 | -10 | 9
COc1ccc(CNC(=O)c2cccc3c(-c4cccc(C(N)=O)c4)coc23)cc1OC | 30 | 91* | 59 | nt | 63* | 56 | 34 | 22 | 86* | 51 | -9
O=C(CNC(=O)c1ccc(Cl)cc1)N/N=C/C=C/c1ccccc1 | 7 | -6 | 12 | -5 | -4 | -8 | -19 | -4 | -6 | 13 | 20
COc1ccc(/C=N/NC(=O)C(=O)Nc2ccccn2)cc1OC | -2 | -10 | 5 | -7 | -11 | -8 | -20 | -8 | 9 | 6 | 3
COCc1nnc(NC(=O)c2ccc(S(=O)(=O)N(C)Cc3ccccc3)cc2)o1 | 7 | 10 | 17 | 1 | 4 | -10 | -20 | -24 | 4 | -26 | 4
Cc1csc(SCC(=O)NC(C)c2ccc(F)cc2)n1 (stereo not drawn) | -1 | 7 | 16 | 5 | -1 | -4 | 5 | 17 | 11 | -5 | -8
CCCCCCC(=O)OCC(=O)c1ccc2c(c1)NC(=O)CO2 | -1 | -6 | -5 | -2 | -2 | -19 | 12 | -1 | -2 | -8 | 5
C=CCSc1nnc(CNC(=O)c2ccccc2C)n1C(C)C | -13 | 4 | -18 | 1 | -4 | 9 | 2 | -2 | 12 | 1 | 3
CC(C)(C)C(=O)Nc1nnc(SCC(=O)NC2CC2)s1 | -9 | 22 | -7 | 2 | -13 | -6 | 0 | -5 | 4 | -15 | 0
O=C1Cc2c(-c3ccccc3)cc(-c3cccc(Cl)c3)nc2-c2ccccc2N1 | 64* | -45 | -7 | -43 | 16 | -18 | -3 | 28 | 4 | 6 | -19
COCCNC(=O)C1(C)CCCN(CCOc2ccc(Cl)cc2)C1 (stereo not drawn) | -11 | -14 | 18 | nt | 0 | 5 | 13 | -12 | -13 | -2 | 8
O=[n+]1cc(-c2cccc3ccccc23)n([O-])c2c1CCC2 | -7 | -4 | 0 | -11 | 13 | -14 | -1 | 4 | -7 | 6 | 1
C/C(=N\NS(=O)(=O)c1ccc(C)cc1)c1cccs1 | 4 | 1 | -25 | 8 | -11 | 0 | 6 | -4 | -3 | 8 | -10
CCCS(=O)(=O)NCc1cn2cccc(C)c2n1 | -24 | 9 | -13 | 0 | -4 | -6 | 5 | 0 | 0 | -6 | 6
CC[C@]12c3[nH]c4cc(-c5ccco5)ccc4c3CCN1C(=O)[C@@H](CC(=O)NCCCn1ccnc1)C[C@@H]2C(=O)N1CCN(C(=O)C2CC2)CC1 | -15 | 12 | 4 | -7 | 3 | 7 | -33 | -1 | 9 | -1 | 14
CC1CN(CC(=O)Nc2nc3ccccc3s2)CC(C)O1 (stereo not drawn) | -5 | 3 | -6 | -17 | -7 | -9 | -14 | -9 | -3 | -5 | 10
Cc1ccc(NC(=O)C(C)SCc2nc3sc(C)c(C)c3c(=O)[nH]2)nc1 (stereo not drawn) | -12 | 6 | -4 | -8 | -7 | 9 | -14 | -17 | -8 | 0 | 6
COc1ccc(S(=O)(=O)NC2CCCCC2)cc1F | -5 | 1 | 9 | -8 | 5 | 9 | 4 | 10 | 17 | 4 | 5
